XIAP antagonists: XIAP antagonists, biochemical, IAP family, fluorescence polarization (AID 1018); E3 ubiquitin-protein ligase XIAP (Homo sapiens); XIAP BIR domain, fluorescence polarization peptide displacement; higher % means a stronger effect; displacement, % at 20 µM; hits with a dose series show IC50 in µM; hit rate 0.007% among 200,000; in the data active = displacement above about 50%; note: a part of the inactive calls stands beside numbers as strong as those of hits
LYP inhibition: inhibitors of LYP phosphatase, biochemical, fluorescence intensity, uHTS (AID 1779). inhibition, % at 11.5 µM, or IC50 in µM where a hit was titrated. hit rate 0.054% among 290,000. Tyrosine-protein phosphatase non-receptor type 22 (Homo sapiens). recombinant LYP phosphatase, fluorescence intensity; higher % means a stronger effect;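 note: plate controls were vehicle with enzyme for no effect and no enzyme for full effect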
HEK293 NOD2/NF-kB: NOD2 signaling inhibitors, cell-based, luminescence, uHTS, HEK293 (AID 1566); HEK293 NOD2/NF-kB luciferase reporter, luminescence; higher % means a stronger effect; inhibition, % at 4 µM, or EC50 in µM where a hit was titrated; hit rate 0.63% among 290,000; note: many of its hits are not listed in these tables
Siah-1 displacement: Siah-1 peptide-binding antagonists, primary screen, biochemical, fluorescence polarization, rhodamine-plectin, uHTS (AID 1817) | E3 ubiquitin-protein ligase SIAH1 (Homo sapiens) | Siah-1 / rhodamine-plectin peptide fluorescence polarization; higher % means a stronger effect | displacement, % at 20 µM; hits with a dose series show IC50 in µM | hit rate 0.02% among 290,000;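 active = displacement of at least 50% at 20 µM, with a fluorescence ratio check between 0.3 and a set limit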;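 note: plate controls were Siah plus tracer with DMSO for no effect and tracer alone without Siah for full effect; strong numbers were not always called active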
CSM14.1 death rescue: rescue of cells from ER stress-induced death, primary screen, 384-well, CSM14.1, thapsigargin, ATP luminescence (AID 1222). 190,000 tested, under 10 active. one-dose cellular ATP content (survival), % at 20 µM; EC50 in µM for titrated hits. CSM14.1 thapsigargin-induced death rescue, ATP luminescence; higher % means a stronger effect;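 active = EC50 below 50 µM in the dose-response confirmation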;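 note: death triggered by thapsigargin at about 15 µM added after 2 h compound pretreatment; cell ATP read after overnight thapsigargin exposure of roughly 18 to 22 hours; normalized against plate controls of thapsigargin alone and 5% DMSO vehicle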
P. falciparum M1AAP: P. falciparum M1AAP inhibitors, biochemical, fluorogenic H-Leu-NHMec substrate, 1536-well (AID 1445); inhibition, % at 30 µM, or IC50 in µM where a hit was titrated; recombinant M1AAP, H-Leu-NHMec fluorogenic kinetic assay; higher % means a stronger effect; hit rate 0.42% among 220,000; Aminopeptidase N (Plasmodium falciparum (isolate 3D7));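 active = primary inhibition above the hit cutoff, then over 50% inhibition at one or more dose response concentrations, cut at about 23% in these data, passing the limit was not always enough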;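 note: plate controls were DMSO full reaction for no effect and no enzyme background for full effect; strong numbers were not always called active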
Lipid droplet: inhibitors of hepatocyte lipid droplet formation, primary screen, imaging, high-throughput imaging, BODIPY stain. hit rate 0.4% among 240,000. inhibition, % at 6.5 µM. AID 1656, 2009. AML12 mouse hepatocytes, oleate lipid droplets;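 active = lipid droplet intensity inhibited by at least 50%, with more than 500 cells counted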
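Material – mouse AML12 hepatocyte cell line, fixed after treatment · Compound dosing – one dose, 6.5 µM compound · Times – compound with oleate, overnight · Measured by – Image-based BODIPY and DAPI two-channel analysis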
AID2073: inhibitors of Mint1-CaV2.2 protein interaction, biochemical, HTRF (AID 2073); inhibition, % at 20 µM, or IC50 in µM where a hit was titrated; Voltage-dependent N-type calcium channel subunit alpha-1B (Homo sapiens); hit rate 0.19% among 290,000; HTRF protein-protein interaction, Mint1-CaV2.2; higher % means a stronger effect; in the data active = inhibition mostly above about 51%, no sharp cut-off; note: some results filed as inactive read as strong as hits
P. falciparum M17LAP: P. falciparum M17LAP inhibitors, primary screen, biochemical, fluorogenic H-Leu-NHMec substrate, 1536-well (AID 1619); Leucine aminopeptidase (Plasmodium falciparum (isolate 3D7)); recombinant M17LAP, H-Leu-NHMec fluorogenic kinetic assay; higher % means a stronger effect; inhibition, % at 30 µM; hits with a dose series show IC50 in µM; hit rate 0.38% among 220,000;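 active = compound inhibiting the enzyme by more than half at any dose during confirmatory dose-response retesting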;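 note: plate controls were full reaction with DMSO carrier for no effect and no enzyme background for full effect; strong numbers were not always called active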
Lipid droplet cells 6.5 µM: further read-out of Lipid droplet, marked with its call; cell count; measured here: cell count, cytotoxicity flag;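 cells counted across two imaged fields per well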
* = called active by the depositor; . = no result given. Cut-off read from the data, not from the text of the source, unless noted: active = inhibition above about 50%; inactive = the rest. The list is partial (hit frequency here may not be typical).

SMILES	XIAP antagonists	LYP inhibition	HEK293 NOD2/NF-kB	Siah-1 displacement	CSM14.1 death rescue	P. falciparum M1AAP	Lipid droplet	Lipid droplet cells 6.5 µM	AID2073	P. falciparum M17LAP
Cn1c(SCC(=O)NCc2ccccc2)nnc1-c1ccc(NC(=O)CCc2ccccc2)cc1	41.7%	-2.3%	-2.7%	-0.7%	-2.6%	6.2%	9.0	791	-3.0%	1.9%
O=C(Nc1ccc(S(=O)(=O)NCc2ccco2)cc1)c1cccc(F)c1	.	-2.1%	18.7%	-4.0%	.	.	5.5	794	8.6%	.
O=C(c1cccnc1)C1CCCN(Cc2nc(Cc3ccccc3F)no2)C1 (stereo not drawn)	-3.6%	-6.5%	1.1%	-1.5%	0.7%	0.1%	-16.2	525	1.6%	23.2%
N#CCCn1cc(C(=O)N2CCCCC2)c(-c2cccc([N+](=O)[O-])c2)n1	-2.8%	-3.6%	9.5%	-2.4%	-1.2%	13.8%	.	.	8.9%	4.9%
Cc1ccc(N(CC(=O)NCc2ccco2)C(=O)CNS(=O)(=O)c2ccccc2)c(C)c1	.	-8.4%	10.7%	-3.1%	.	.	-2.6	709	3.6%	.
Cc1oc2c(C)c3oc(=O)c(CC(=O)N[C@@H](CC(C)C)C(=O)N[C@@H](Cc4ccccc4)C(=O)O)c(C)c3cc2c1C	.	-4.7%	5.0%	30.3%	.	.	.	.	47.0%	.
O=S(=O)(Cc1cc(-c2ccccc2)no1)c1ccccc1	-2.8%	-8.4%	-68.0%	1.9%	-0.7%	-2.1%	6.5	673	-3.8%	0.6%
CC(Oc1cc2oc(=O)c3c(c2cc1Cl)CCCC3)C(=O)NCc1ccncc1 (stereo not drawn)	.	-6.4%	10.0%	22.3%	.	.	-21.3	650	4.0%	.
Cc1oc2c(CN3CCC(C)CC3)c(O)ccc2c(=O)c1-c1ccccc1	.	-6.6%	-3.8%	5.9%	.	.	-2.6	848	21.9%	.
O=C(CSc1cccc[n+]1[O-])Nc1c(Br)cc([N+](=O)[O-])cc1Br	-2.4%	-4.2%	18.0%	10.9%	-0.8%	2.6%	-9.2	666	-6.6%	5.1%
CCOC(=O)N/N=C\c1ccc(-c2cc(Cl)ccc2Cl)o1	-4.1%	-4.4%	-2.2%	1.5%	-1.7%	9.6%	12.7	549	5.9%	-3.7%
Cc1ccc(NC(=O)NCCCCc2ccccc2)cc1	.	-9.4%	-11.2%	8.4%	.	.	-19.1	831	13.2%	.
CS(=O)(=O)N1CCC(C(=O)Nc2cc(Cl)ccc2Cl)CC1	3.8%	-6.5%	11.7%	-5.3%	-1.1%	-1.5%	1.4	626	-9.4%	0.8%
O=[N+]([O-])c1ccc2c(c1)nc1n2CCSC1	.	-1.2%	5.3%	-2.0%	.	6.1%	16.5	727	7.5%	-2.2%
COc1ccc2nc(SCC(=O)Nc3ccc4sc(C)nc4c3)c(C#N)cc2c1	2.8%	-5.1%	0.1%	2.8%	-0.9%	5.0%	17.0	624	44.3%	-12.5%
O=C(Cn1nnc(-c2cccc(C(F)(F)F)c2)n1)NNS(=O)(=O)c1cccc(C(F)(F)F)c1	.	4.6%	11.3%	-2.5%	.	4.6%	0.7	730	23.4%	-17.1%
CC(C)N(C)S(=O)(=O)c1ccc(Cl)c(C(=O)O)c1	-7.5%	-8.1%	15.0%	-1.8%	-0.2%	3.8%	22.1	683	5.1%	-1.3%
Cc1cccc(NC(=O)c2cc3ccccc3nc2C)c1	-4.5%	-9.5%	25.6%	0.9%	-0.1%	2.1%	-9.3	715	5.1%	2.8%
COc1ccc(CNC(=O)C2CC(=O)N(C3CCCC3)C2)cc1 (stereo not drawn)	.	-7.2%	1.5%	-0.3%	.	.	-1.2	568	-3.8%	.
O=C(CCN1C(=O)c2ccc(Br)cc2C1=O)NC1CCCCC1	.	-6.9%	2.6%	5.4%	.	.	4.0	808	8.9%	.
CCn1c(=O)oc2cc(NC(=O)CCl)ccc21	-6.5%	-8.0%	-34.1%	4.6%	4.3%	4.3%	1.2	707	-1.2%	-4.3%
COc1ccc(N2CCN(Cc3nnc(-c4ccccc4)o3)CC2)cc1	-6.7%	-5.9%	13.5%	-3.1%	-1.6%	-0.4%	1.4	661	-3.4%	-0.2%
O=C(CSc1nncn1-c1ccccc1)N1CCCC1	.	-2.2%	-5.1%	3.0%	.	.	7.7	803	7.9%	.
Cc1ccc(CC(=O)N(Cc2ccccc2)c2ccccn2)cc1	2.5%	-10.2%	15.5%	-4.9%	4.6%	0.6%	-10.1	653	1.9%	-1.8%
CCCCN(CC)CCNC(=O)c1cn(C)c(=O)c2c1c1ccccc1n2C	.	-4.7%	7.5%	0.7%	.	.	-4.2	854	-6.9%	.
COc1ccc(NC(=O)c2cc(C)nc3ccccc23)cc1S(=O)(=O)Nc1ccccc1Cl	-0.6%	-7.1%	0.9%	4.0%	0.0%	4.0%	6.8	559	13.6%	7.6%
COc1ccc(CC2(CO)CCN(Cc3c(C)nn(C(C)C)c3C)CC2)cc1	-3.4%	-6.2%	8.3%	16.7%	1.9%	0.2%	-2.8	655	1.5%	14.1%
Cc1ccc2c(n1)sc1c(N)ncnc12	4.7%	-2.7%	-29.2%	2.1%	0.5%	3.7%	.	.	13.3%	3.3%
CC1=NN(C(=O)c2ccccc2Cl)C(O)(c2cccnc2)C1 (stereo not drawn)	15.2%	0.8%	3.5%	-2.3%	-1.8%	0.4%	11.9	749	5.5%	-3.9%
COc1cccc2cc(C(=O)N(Cc3ccccc3)CC3CCCO3)c(=O)oc12 (stereo not drawn)	-7.2%	-0.4%	-0.6%	3.8%	-1.8%	4.6%	-2.7	750	44.1%	5.2%
Cc1ccc(N2C(=O)CC(Cn3nc(C)cc3C)C2=O)cc1 (stereo not drawn)	-3.3%	3.3%	7.1%	2.9%	-0.2%	12.8%	.	.	23.6%	-18.9%
CC(/C=C/c1ccc(N(C)C)cc1)=N/N=C1/NC(=O)CC(C(=O)Nc2ccc(Cl)cc2)S1 (stereo not drawn)	1.7%	2.5%	0.5%	-3.4%	-3.2%	5.0%	-0.5	743	-1.0%	-2.0%
NS(=O)(=O)c1ccc(NC(=O)COc2ccc(Cl)cc2)cc1	.	-4.7%	-7.1%	3.0%	.	.	.	.	8.6%	.
O=C(NC1CC1)C1=C[C@@H](c2ccc3c(c2)OCO3)C[C@@H](OCc2ccc(CO)cc2)O1	2.5%	-2.1%	15.5%	13.5%	2.0%	4.0%	-4.5	712	5.5%	-1.9%
Cc1nn(CC(=O)NNC(=S)NCC2CCCO2)c(C)c1Br (stereo not drawn)	.	-10.1%	3.5%	-2.6%	.	.	-27.4	672	-24.0%	.
Cc1cc(C)cc(NC(=O)c2ccccc2NC(=O)CCC(=O)O)c1	1.0%	-1.2%	10.6%	28.4%	0.0%	3.8%	-0.7	659	48.8%	8.2%
Nc1ccc(S(=O)(=O)NNC(=O)C(=O)NNc2ccccn2)cc1	-4.9%	0.1%	-5.6%	-6.5%	-3.6%	5.5%	3.0	711	-1.3%	13.7%
COCCNC(=O)c1ccc(NC(C)=O)cc1	-7.2%	-5.7%	3.0%	2.9%	-2.1%	-4.5%	-3.3	788	3.1%	2.3%
O=C(Nc1ccc(CN2CCS(=O)(=O)CC2)cc1)c1ccccc1	.	-3.6%	9.9%	-0.3%	.	-3.4%	-26.1	659	13.0%	-15.7%
CCC1S/C(=N/N=C/c2cccs2)NC1=O (stereo not drawn)	-7.6%	-6.4%	7.0%	1.0%	-2.3%	-2.7%	.	.	4.4%	8.3%
CC(=O)c1cccc(NC(=O)CC2S/C(=N/N=C/c3cccs3)NC2=O)c1 (stereo not drawn)	-5.8%	-5.9%	8.7%	-0.7%	0.3%	10.3%	0.2	544	-1.0%	16.4%
COc1ccc(CN2CCC(n3nccc3NC(=O)C3CCCC3)CC2)cc1	.	-5.7%	8.8%	1.6%	.	.	-6.1	688	-9.9%	.
O=C1CSC(=S)N1c1ccc(F)c(Cl)c1	.	-11.5%	17.1%	-1.0%	.	.	.	.	6.9%	.
CC(C)CCNC(=O)c1ccc(Cl)c(N)c1	-11.2%	0.3%	-0.3%	2.2%	0.6%	4.3%	2.2	679	4.8%	1.7%
Cn1cnnc1SCC(=O)Nc1ccc(Cl)cn1	-20.4%	-4.7%	10.2%	-0.7%	-0.9%	2.0%	0.8	670	-5.9%	6.0%

Among those listed so far, three contain a nitro group on carbon.
SMILES	XIAP antagonists	LYP inhibition	HEK293 NOD2/NF-kB	Siah-1 displacement	CSM14.1 death rescue	P. falciparum M1AAP	Lipid droplet	Lipid droplet cells 6.5 µM	AID2073	P. falciparum M17LAP
N#CCCn1cc(C(=O)N2CCCCC2)c(-c2cccc([N+](=O)[O-])c2)n1	-2.8%	-3.6%	9.5%	-2.4%	-1.2%	13.8%	.	.	8.9%	4.9%
O=C(CSc1cccc[n+]1[O-])Nc1c(Br)cc([N+](=O)[O-])cc1Br	-2.4%	-4.2%	18.0%	10.9%	-0.8%	2.6%	-9.2	666	-6.6%	5.1%
O=[N+]([O-])c1ccc2c(c1)nc1n2CCSC1	.	-1.2%	5.3%	-2.0%	.	6.1%	16.5	727	7.5%	-2.2%

Some of the entries above, set out differently:
compound,XIAP antagonists,LYP inhibition,HEK293 NOD2/NF-kB,Siah-1 displacement,CSM14.1 death rescue,P. falciparum M1AAP,Lipid droplet,Lipid droplet cells 6.5 µM,AID2073,P. falciparum M17LAP
O=C(NC1CC1)C1=C[C@@H](c2ccc3c(c2)OCO3)C[C@@H](OCc2ccc(CO)cc2)O1,2.5%,-2.1%,15.5%,13.5%,2.0%,4.0%,-4.5,712,5.5%,-1.9%
O=S(=O)(Cc1cc(-c2ccccc2)no1)c1ccccc1,-2.8%,-8.4%,-68.0%,1.9%,-0.7%,-2.1%,6.5,673,-3.8%,0.6%
Cn1c(SCC(=O)NCc2ccccc2)nnc1-c1ccc(NC(=O)CCc2ccccc2)cc1,41.7%,-2.3%,-2.7%,-0.7%,-2.6%,6.2%,9.0,791,-3.0%,1.9%
O=C(Cn1nnc(-c2cccc(C(F)(F)F)c2)n1)NNS(=O)(=O)c1cccc(C(F)(F)F)c1,.,4.6%,11.3%,-2.5%,.,4.6%,0.7,730,23.4%,-17.1%
Cc1cccc(NC(=O)c2cc3ccccc3nc2C)c1,-4.5%,-9.5%,25.6%,0.9%,-0.1%,2.1%,-9.3,715,5.1%,2.8%
O=C(Nc1ccc(S(=O)(=O)NCc2ccco2)cc1)c1cccc(F)c1,.,-2.1%,18.7%,-4.0%,.,.,5.5,794,8.6%,.
